# Dicer processing = inhibitors of human Dicer processing of pre-microRNA. Q9UPY3. cat-ELCCA pre-miR-21 Dicer processing, chemiluminescence; stronger effect = higher value. z-score at 25 µM. hit rate 6% among 47,000. AID 1347074; in the data active = z-score above about 3, passing the limit was not always enough;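 also: plate controls were vehicle for no effect and no enzyme for full effect; higher signal means more uncleaved substrate so more Dicer inhibition; strong numbers were not always called active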
# Target sequence (Q9UPY3 whole entry, looked up): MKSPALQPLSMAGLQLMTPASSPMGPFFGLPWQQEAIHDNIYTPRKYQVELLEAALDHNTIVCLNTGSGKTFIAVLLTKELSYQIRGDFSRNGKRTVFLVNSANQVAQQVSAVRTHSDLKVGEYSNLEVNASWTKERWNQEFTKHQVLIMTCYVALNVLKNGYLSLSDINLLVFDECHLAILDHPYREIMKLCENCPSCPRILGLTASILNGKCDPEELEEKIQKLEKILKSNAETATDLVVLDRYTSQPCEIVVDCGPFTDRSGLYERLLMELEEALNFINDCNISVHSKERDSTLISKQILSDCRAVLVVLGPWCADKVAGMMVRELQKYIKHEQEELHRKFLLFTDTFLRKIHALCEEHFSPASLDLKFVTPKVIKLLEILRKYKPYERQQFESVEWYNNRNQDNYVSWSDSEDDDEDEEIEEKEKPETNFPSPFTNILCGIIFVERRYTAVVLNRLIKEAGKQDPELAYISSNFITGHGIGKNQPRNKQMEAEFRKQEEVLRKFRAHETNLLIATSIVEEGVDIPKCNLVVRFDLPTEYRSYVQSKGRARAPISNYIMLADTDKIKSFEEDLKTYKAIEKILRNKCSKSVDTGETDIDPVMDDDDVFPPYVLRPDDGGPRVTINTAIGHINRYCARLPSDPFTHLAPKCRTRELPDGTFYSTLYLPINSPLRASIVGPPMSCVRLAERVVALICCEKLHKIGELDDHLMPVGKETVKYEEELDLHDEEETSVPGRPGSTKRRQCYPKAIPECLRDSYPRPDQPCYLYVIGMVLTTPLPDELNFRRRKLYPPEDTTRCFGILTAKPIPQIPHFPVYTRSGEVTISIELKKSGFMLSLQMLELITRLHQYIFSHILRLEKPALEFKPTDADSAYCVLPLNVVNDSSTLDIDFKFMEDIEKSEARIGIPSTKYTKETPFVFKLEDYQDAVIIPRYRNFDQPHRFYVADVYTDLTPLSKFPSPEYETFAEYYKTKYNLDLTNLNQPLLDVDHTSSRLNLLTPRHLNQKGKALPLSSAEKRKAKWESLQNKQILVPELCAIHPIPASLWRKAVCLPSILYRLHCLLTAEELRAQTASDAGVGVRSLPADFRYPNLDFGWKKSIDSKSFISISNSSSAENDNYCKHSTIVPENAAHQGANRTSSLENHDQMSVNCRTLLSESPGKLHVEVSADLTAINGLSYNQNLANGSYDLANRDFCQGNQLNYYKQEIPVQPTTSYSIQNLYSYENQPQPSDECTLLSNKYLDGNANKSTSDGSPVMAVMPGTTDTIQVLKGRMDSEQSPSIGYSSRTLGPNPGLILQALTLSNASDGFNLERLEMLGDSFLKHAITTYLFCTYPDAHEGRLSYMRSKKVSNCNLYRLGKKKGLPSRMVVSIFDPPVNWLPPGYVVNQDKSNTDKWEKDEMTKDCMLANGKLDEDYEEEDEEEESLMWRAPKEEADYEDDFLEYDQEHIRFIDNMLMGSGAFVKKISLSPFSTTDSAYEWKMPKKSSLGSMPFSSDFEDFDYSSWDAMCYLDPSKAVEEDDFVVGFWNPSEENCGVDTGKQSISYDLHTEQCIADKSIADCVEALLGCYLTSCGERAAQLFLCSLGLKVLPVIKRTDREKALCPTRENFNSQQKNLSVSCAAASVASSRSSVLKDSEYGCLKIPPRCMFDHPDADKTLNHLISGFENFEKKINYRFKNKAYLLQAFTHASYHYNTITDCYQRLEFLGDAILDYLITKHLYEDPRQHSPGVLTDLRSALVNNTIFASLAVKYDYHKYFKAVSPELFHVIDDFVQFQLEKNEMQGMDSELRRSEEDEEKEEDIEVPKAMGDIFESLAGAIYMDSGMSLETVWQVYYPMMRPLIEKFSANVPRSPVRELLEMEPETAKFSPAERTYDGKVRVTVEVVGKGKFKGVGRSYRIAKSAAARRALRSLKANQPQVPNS
# The depositor's hits bear a star; & = joins results of further samples. This is a subset (hit frequency here may not be typical).
SMILES,Dicer processing
c1ccc(-c2nnc3c4cnn(-c5ccccc5)c4ncn23)cc1,3.06*
CCCS(=O)(=O)c1csc(C(=O)OC)c1N/N=C\c1c(F)cccc1Cl,0.18
CSc1cc(-c2ccc(Oc3ccccc3)cc2)[nH]n1,1.49
COc1cc(OC)c(C(F)(F)F)cc1NCN1C(=O)CCC1=O,0.78
Clc1ccc(OCc2nc3c4cnn(Cc5ccccc5)c4ncn3n2)cc1,-0.75
COc1ccccc1OCC(O)Cn1c[n+](C)c2cc(C)c(C)cc21 (configuration not stated),-0.42
O=C(Nc1ncc2c(n1)CC(c1ccco1)CC2=O)c1ccccc1 (configuration not stated),1.25
NC(=O)CN1C(=O)C(O)(CC(=O)c2cccs2)c2ccccc21 (configuration not stated),1.45
COc1ccc(C2C(C#N)=C(N)OC3=C2C(=O)CC(C)(C)C3)cc1OCc1ccccc1 (configuration not stated),3.02*
CC(C)(C)c1ccc(C(=O)NC(=O)Nc2cc(C(F)(F)F)cc(C(F)(F)F)c2)s1,1.37
O=C(O)c1ccccc1Nc1cccc(C(F)(F)F)c1,-0.17
O=c1oc(-c2ccccc2)nc2sc3c(c12)CCCC3,0.54
Cc1ccc(S(=O)(=O)N2CCC(N)=N2)cc1,-0.2
CCN(CC)S(=O)(=O)c1cccc2cc(C(=O)O)c(O)cc12,-1.18
CC1=C(C(=O)OC2CCCCC2)C(c2ccc(F)c(F)c2)C2=C(CCCC2=O)N1 (configuration not stated),0.32
Cc1cc(N2C(=O)CSC23C(=O)Nc2ccccc23)ccc1Br (configuration not stated),0.42
CCOC(=O)c1[nH]c(C)c(C(=O)OCC)c1C,0.05
O=C1c2nccnc2C(=O)N1C(c1ccccc1)c1ccccc1,2.67
CCOC(=O)c1cnc2c(F)ccc(F)c2c1Sc1ccccc1,-3.02
Cc1ccc(S(=O)(=O)NC(=O)NCc2csc3ccc(Cl)cc23)cc1,0.04
Cc1ccc(S(=O)(=O)NC(=O)Nc2cc(-c3ccc(Cl)cc3)nn2C)cc1,0.06
COc1cc(OC)cc(-c2nc(-c3cc4cccc(C)c4[nH]c3=O)no2)c1,-0.74
O=C1OCCCN=C(c2ccccc2)c2ccccc21,-0.18
CCC(=O)N(C)c1nc(-c2ccc(Cl)s2)cs1,0.74
Cc1ccc(S(=O)(=O)NC(=O)Oc2ccccc2N2CCOCC2)cc1,0.55

# Next structures.
SMILES,Dicer processing
CCN(CC)c1ccc(N=Nc2c(O)ccc3ccccc23)cc1,3.53
CS(=O)(=O)c1[nH]nc(-c2ccccc2Cl)c1C#N,-2.16
CSc1nc2ccccc2c(=O)n1CC(=O)C(C)(C)C,1.54
O=S(=O)(c1ccccc1)c1csc(S(=O)(=O)N2CCCN(c3c(Cl)cncc3Cl)CC2)c1,-2.17
N#Cc1c(-n2ncnc2-c2cccnc2)sc2c1CCCCC2,-2.79
COC(=O)c1ccc(OC(=O)CSc2nc3ccccc3s2)cc1,1.09
O=C(O)c1nccnc1C(=O)Nc1ccc(Oc2cccc(C(F)(F)F)c2)nc1,1.46
N#Cc1c(SCc2ccccc2)nc2c(c1/C=C\c1ccccc1)CCC2,-0.85
O=c1[nH]c2sc(-c3ccccc3)cc2c(=O)n1-c1cccc(Cl)c1,4.38*
COc1cccc(OC)c1CN(C)C(=O)c1cnc(Oc2ccccc2)cc1C(F)(F)F,-0.44
CSc1nn(C)c2cnn(C)c(=O)c12,-0.8
O=C1c2ccccc2C(=Cc2ccc(C(F)(F)F)cc2)c2ccccc21,1.57
COc1ccc(CCNC(=S)NCCc2ccc(OC)c(OC)c2)cc1OC,0.89
C[N+](C)(C)CCCCCC[N+](C)(C)C,-1.6&-0.42&-2.45
CCCCCOc1ccc(OC(=O)Cn2cnc3sc4c(c3c2=O)CCCC4)cc1,2.89
Cn1c(SCC(=O)NN)nnc1-c1ccccc1,-0.02
O=[N+]([O-])c1ccccc1NC1CCN(Cc2ccccc2)CC1,0.97
O=C1/C(=C/c2cccs2)Cc2ccccc21,0.37
O=S(=O)(Nc1cccc(Oc2ccc(Cl)cc2)n1)c1ccc(F)cc1,0.76
Cc1ccc(C(=O)/C=C/Nc2ccc(Cl)cc2Cl)cc1,-0.3
CCOC(=O)Cn1c(=O)c2c(nc3n2CCN3c2ccc(OC)cc2)n(C)c1=O,-1.46
COc1cccc(-c2ccnc3c(-c4ccccc4)c(C)nn23)c1,-0.6
Cc1csc2ncnc(Sc3ccccc3NC(=O)c3ccc(C(F)(F)F)cc3)c12,-3.75
Cc1cccc(Cl)c1NC(=S)NCCNC(=O)OC(C)(C)C,-1.38
Clc1ccc(CSc2nc3ccccc3[nH]2)cc1,-0.16

# (further entries)
SMILES,Dicer processing
CC(C)Oc1ccc(C2Nc3ccccc3NC3=C2C(=O)CC(C)(C)C3)cc1 (configuration not stated),-1.89
Cc1ccc(OCc2nc3c4c5c(sc4ncn3n2)CCCC5)cc1,1.97
CCOC(=O)c1cnn(-c2c([N+](=O)[O-])c(C)nn2C)c1/N=C\N(C)C,-0.47
Cn1c(=O)c2c(nc(SCC(=O)NC3CCCCC3)n2C)n(C)c1=O,-0.94
Cc1cc(C(C)(C)CC(C)(C)C)ccc1OCCOCC[N+](C)(C)Cc1ccccc1,-0.26
CC1(C)CC(N2CCCCC2)=CC(=S)S1,0.21
Cc1ccc(N(C)NC(=O)Nc2ccc(Cl)cc2)nn1,0.5
COc1ccccc1N=C(NC#N)SC,0.39
Nc1ccc(Sc2ccccc2)nc1Sc1ccccc1,-4.65
COC(=O)Cc1nc(-c2ccccc2)sc1C,1.29
Cc1c(CN2CCOCC2)c(=O)n(-c2ccccc2)n1C,-0.01
FC(F)(F)c1cccc(Sc2nc(C(F)(F)F)nc3ccsc23)c1,0.34
Nc1nc(-c2ccc(OCc3ccc(F)cc3)cc2)cs1,-1.54
CC(C)CCSc1nnc2[nH]c(=O)cc(N)n12,3.36*
COC(=O)c1ccccc1Sc1nc2ccc(Cl)cc2s1,0.17
Oc1sc(-c2ccccc2)cc1C=NCCN=Cc1cc(-c2ccccc2)sc1O,0.11
Cc1ccc2oc3c(c(=O)c2c1)C(c1ccc(F)cc1)N(Cc1ccc2c(c1)OCO2)C3=O (configuration not stated),1.61
O=C(COc1nnc(SCC(=O)c2ccc3c(c2)OCCO3)n1C1Cc2ccccc2C1)c1ccc(F)cc1,0.16
COc1cccc(-c2nc(-c3ccncc3)no2)c1OC,2.55
Cn1cccc1C(=O)N/N=C(\N)CN1CCCCC1,-1.03
CCc1ccc(Nc2n[nH]c(=S)s2)cc1,2.18
Cc1ccc(-c2n[nH]c(=O)c3ccccc23)cc1S(=O)(=O)NC(C)C,3.58*
Cc1nnc(SCC(=O)Nc2sc3c(c2C#N)CCCC3)s1,3.4*
O=C(O)C(Cc1ccccc1)NCc1ccccc1O (configuration not stated),-0.5
CC(=O)N=C(N=Nc1c(O)[nH]c2ccccc12)NC(C)=O,-1.14

# Other structures:
SMILES,Dicer processing
COc1ccc(C2=CC(c3ccc(Cl)cc3)n3nc(CCCO)nc3N2)cc1 (configuration not stated),2.65
CCN(CC)S(=O)(=O)c1ccc(-c2csc(C)n2)s1,0.57
CSC1=C(C#N)C(c2ccc(F)cc2)CC(=O)N1 (configuration not stated),-0.04
CCCc1c(NC(=O)Nc2ccc(F)cc2)cnn1-c1ccccc1,-1.48
O=c1nc(N2CCOCC2)nc(Nc2ccccc2)[nH]1,8.26*
FC(F)(F)c1cccc(-c2csc(-c3ccc(-n4cncn4)nc3)n2)c1,1.81
COC(=O)C1=C(C)NC2=C(C(=O)CC(C)(C)C2)C1c1ccc(Br)cc1 (configuration not stated),-0.33
COCCOc1nc2c(c(=O)n(C)c(=O)n2C)n1C(C)c1ccccc1 (configuration not stated),1.46
O=c1ccn(-c2ccc(Cl)cc2)nc1-c1ccnc(-c2ccc(Cl)cc2)n1,0.96
Cc1ccc(CSc2nc(C)c(Oc3cccc(C(F)(F)F)c3)c(=O)n2C)cc1,0.55
COc1ccc(CCN2C(=O)C(Oc3ccccc3C)C2c2ccc3c(c2)OCO3)cc1 (configuration not stated),1.84
CC1(C)CCc2cc(/C=N\NC(=O)c3cccc(Cl)c3Cl)ccc2O1,0.38
Cc1ccc(-c2nnc(-c3ccc(C)cc3)o2)cc1,5.08*
COC(=O)c1scc(Br)c1OC(=O)c1ccc(Cl)cc1Cl,-0.74
COc1cc(C2CC(=O)Nc3nc(N)[nH]c(=O)c32)ccc1OCc1ccccc1F (configuration not stated),0.01
CC(=O)N1N=C2c3ccccc3CCC2C1c1cccs1 (configuration not stated),2.85
CCOC(=O)C1=C(C)NC2=C(C(=O)CC(C)(C)C2)C1c1ccc2c(c1)OCO2 (configuration not stated),-1.05
N#C/C(=C/Nc1cc(C(F)(F)F)cc(C(F)(F)F)n1)C(=O)c1cccc(C(F)(F)F)c1,0.04
CC(NCc1ccccc1)c1ccco1 (configuration not stated),-0.68
O=C(N/N=C/C=N/Nc1ccccc1)c1sc2ccccc2c1Cl,1.62
CCOC(=O)NC(Nc1cc(F)ccc1C)(C(F)(F)F)C(F)(F)F,-0.99
COc1ccccc1N/C=C(\C#N)S(=O)(=O)c1ccc(Cl)cc1,1.35
N[C@H](C(=O)O)[C@H]1C[C@@H]1C(=O)O,-0.41
CCn1c2c(c3cc(Cl)ccc31)CCCC2=O,-1.24
O=C1C(=O)N(Cc2cccnc2)C(c2ccccc2)/C1=C(\O)c1ccc(Cl)cc1 (configuration not stated),0.96

# Later entries
SMILES,Dicer processing
O=C1C(=O)N(CN2CCOCC2)c2ccc(Br)cc21,-2.51
N#CCCNS(=O)(=O)c1ccc(Cl)c(N)c1,-0.8
CC[N+](C)(CC)CCC[n+]1c(-c2ccccc2)c2cc(N)ccc2c2ccc(N)cc21,-0.05
COC(=O)c1ccc(C2C3=C(Nc4c2c(=O)n(C)c(=O)n4C)c2ccccc2C3=O)cc1 (configuration not stated),0.93
Cn1nc(C(F)(F)F)cc1OS(=O)(=O)c1ccc(C(F)(F)F)cc1,-0.98
CSc1nc2sc3c(c2c(=O)n1-c1ccccc1)CC(C)(C)OC3,1.46
CCN(Cc1cccc(Cl)c1Cl)C(=O)c1cnc(OC)cc1C(F)(F)F,-0.39
O=C(Nc1ccccc1)NC1CS(=O)(=O)CC1O (configuration not stated),1.89
CC(N)=NCCCn1ccnc1,0.56
N=c1c2cnn(-c3ccccc3)c2ncn1/N=C/c1ccc([N+](=O)[O-])cc1,0.66
COC(=O)c1ccccc1-n1cccc1C(=O)OC,-0.63
COC(=O)c1sccc1NC(=O)C(F)(F)F,0.41
Brc1cccc(CSc2nc3ncccc3[nH]2)c1,1.2
O=C(O)C1c2ccccc2C(=O)N(Cc2ccc3c(c2)OCO3)C1c1cccnc1 (configuration not stated),1.39
O=C(Cc1ccc(Cl)cc1)c1ccc(O)cc1,0.6
CCN(CC)c1ncnc2sccc12,0.76
Cc1c(-c2nnnn2-c2ccc(Br)cc2)cnc2ccccc12,1.29
Cc1cnc(NC(=O)c2c(F)cccc2Cl)c(Br)c1,2.55
O=C(NCc1cccs1)c1cc2n(n1)C(C(F)(F)F)CC(c1ccco1)N2 (configuration not stated),-0.87
FC(F)(F)c1cc(Cl)cnc1NN=C1C2CC3CC(C2)CC1C3,3.62
CC(C)C(OC(=O)c1ccccc1)c1nccc2ccccc12 (configuration not stated),-0.77
COc1ccc(S(=O)(=O)NCc2ccncc2)cc1Br,-1.61
CCCc1n(CC(O)COCc2ccccc2)c2ccccc2[n+]1C (configuration not stated),0.2
O=S(=O)(c1ccc(-c2cc(C(F)(F)F)on2)s1)N(Cc1ccccn1)Cc1ccccn1,0.08
Cc1onc(-c2ccccc2)c1C(=O)Nc1ccc(/C(C#N)=C/c2ccccn2)cc1,-0.25

# Next section
SMILES,Dicer processing
N#Cc1c(C(F)(F)F)cc(-c2cccs2)nc1Sc1ccccc1NC(=O)c1cccs1,-1.17
Cc1ccc(C)c(NC(=S)NC2CC(C)CC(C)(C)C2)c1 (configuration not stated),2.48
Cc1noc(NS(=O)(=O)c2ccc(NC(=O)C(C)(C)C)cc2)c1C,0.24
O=C(c1nn2c(c1Cl)NC(c1cccs1)CC2C(F)(F)F)N1CCCC1 (configuration not stated),1.99
N#C/C(=N\Nc1ccc(Cl)c(Cl)c1)C(=O)C1CC1,-0.27
Cc1ccc(-c2n[nH]c(=S)n2C)cc1,0.51
Cc1sc2nc3n(c(=O)c2c1C)N=C(c1cccs1)CS3,1.1
NC(/N=C/c1ccccc1O)=N\S(=O)(=O)c1ccc(N=Cc2ccccc2O)cc1,27.2
CCOc1cc(C2c3c(oc4ccc(F)cc4c3=O)C(=O)N2c2nnc(CC(C)C)s2)ccc1O (configuration not stated),0.48
CC(=O)NCCc1c[nH]c2ccc(O)cc12,0.5
Cc1cc(C)nc(SCc2csc(-c3ccccc3)n2)n1,0.04
Cc1ccc(-c2nnc3c4ccccc4c(C)nn23)cc1S(=O)(=O)NCCO,0.61
CN(C)/C=N/c1nnc(SCc2c(F)cccc2Cl)s1,-0.6
CCN(CC)CC#CCOC(=O)C(O)(c1ccccc1)C1CCCCC1 (configuration not stated),33.4
CCn1c(=S)ccc2cc(OC)ccc21,2

# Screening results as filed in PubChem BioAssay.
